SENP7 inh: inhibitors of human SENP7 protease; recombinant SENP7, Z-RLRGG-aminoluciferin luminescence, 40 min; inhibition, % at 5 µM; actives 1.5% (n = 330,000);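 active means inhibition above about 50% at the single test dose, limit read from the data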;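 further: plate controls were DMSO with enzyme for no effect and no enzyme buffer wells for full effect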
Target sequence (Q9BQF6 706-1050 limits assumed): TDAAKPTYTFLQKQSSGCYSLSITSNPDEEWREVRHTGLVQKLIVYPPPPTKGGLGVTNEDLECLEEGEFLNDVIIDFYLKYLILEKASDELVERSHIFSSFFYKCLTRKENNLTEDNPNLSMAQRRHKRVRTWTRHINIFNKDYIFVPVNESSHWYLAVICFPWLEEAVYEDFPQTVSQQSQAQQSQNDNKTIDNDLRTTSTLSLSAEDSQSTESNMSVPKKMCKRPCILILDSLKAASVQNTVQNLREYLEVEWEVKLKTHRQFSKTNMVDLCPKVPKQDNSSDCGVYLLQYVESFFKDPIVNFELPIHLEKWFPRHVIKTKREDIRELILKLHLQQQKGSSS
Gli-Sufu antag: blocks Gli-Sufu signaling in a luciferase reporter; Sufu-KO-LIGHT fibroblasts, Gli luciferase reporter luminescence; inhibition, % at 5 µM; actives 0.74% (n = 340,000); AID 588413;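 active means inhibition above about 55%, limit read from the data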;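 further: 0% = DMSO-treated cells and 100% = wells with medium but no cells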
Jurkat NFkB inh: lowers PMA/ionomycin-induced NF-kB signal in Jurkat cells. PMA/ionomycin-induced NF-kB luciferase reporter, luminescence. inhibition, % at 4 µM. actives 0.53% (n = 330,000)
Apaf1 inhib: blocks human Apaf-1 apoptosome activity | inhibition, % at 20 µM | actives 0.71% (n = 330,000) | reconstituted apoptosome caspase-3 activity, DEVD-Rh110 fluorescence | O14727; active means inhibition of at least 40% at 20 µM;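 further: plate controls were DMSO wells for no effect and DEVD-CHO caspase inhibitor wells for full effect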
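Material: biochemical Apaf-1 apoptosome reconstitution. Medium: Hepes buffer, pH 7.5. Also added: cytochrome c activation, bis-DEVD rhodamine 110 substrate. Timing: 30 min compound preincubation, 50 min activation, room temperature. Measured by: rhodamine 110 fluorescence at Ex 480/Em 540 nm.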
UBC13 inh: inhibitors of human UBC13 polyubiquitin chain formation | P61088 | actives 0.47% (n = 330,000) | inhibition, % at 20 µM | AID 485273 | TR-FRET; in the data active means inhibition above about 45%, passing the limit was not always enough
Target sequence (P61088 whole entry, looked up): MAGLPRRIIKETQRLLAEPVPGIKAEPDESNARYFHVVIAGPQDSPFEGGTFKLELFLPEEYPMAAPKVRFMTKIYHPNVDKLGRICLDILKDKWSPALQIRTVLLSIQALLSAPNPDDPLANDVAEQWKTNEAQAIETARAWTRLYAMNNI
SENP8 block: blocks the human protease SENP8 | Q96LD8 | purified SENP8, Z-RLRGG-aminoluciferin cleavage, luminescence | inhibition, % at 10 µM | actives 1.2% (n = 330,000)
Target sequence (Q96LD8 whole entry, looked up): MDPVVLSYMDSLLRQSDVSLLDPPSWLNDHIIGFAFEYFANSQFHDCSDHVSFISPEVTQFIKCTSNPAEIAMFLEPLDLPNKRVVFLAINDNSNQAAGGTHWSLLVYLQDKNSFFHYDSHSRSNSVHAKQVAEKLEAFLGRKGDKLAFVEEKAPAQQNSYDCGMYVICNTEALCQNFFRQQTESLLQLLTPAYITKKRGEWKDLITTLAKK
697 NFkB inh: lowers PMA/ionomycin-induced NF-kB signal in 697 B cells; 697 B-cell NF-kB luciferase reporter, 16 h; inhibition, % at 4 µM; actives 0.33% (n = 330,000); AID 435022; in the data active means inhibition above about 35%
HKDC1 inh: blocks human hexokinase HKDC1 activity. Q2TB90. recombinant HKDC1, G6PDH/diaphorase resazurin coupled fluorescence. inhibition, % at 20 µM. actives 0.16% (n = 340,000);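 active means inhibition above about 35% when tested at 20 µM, limit read from the data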;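 further: plate controls were DMSO wells with enzyme for no effect and DMSO wells lacking enzyme for full effect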
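Material – in-house recombinant HK5 (HKDC1) enzyme · Quantity – HKDC1 at 5 µg/mL · Buffer or medium – pH 8.0 Tris buffer with 10 mM MgCl2 · Reagent – glucose with 1 mM ATP · Dosing – single 20 µM dose · Times – reaction time 90 min, room temperature, protected from light · Technique – resorufin fluorescence at 613 nm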
An asterisk follows results filed as active; i = inactive; nt = not tested or not shown. Unless noted, no stated cut-off is given here; in the data, active means inhibition above about 50%; inactive means the rest.

SMILES | SENP7 inh | Gli-Sufu antag | Jurkat NFkB inh | Apaf1 inhib | UBC13 inh | SENP8 block | 697 NFkB inh | HKDC1 inh
Cc1ccc(-c2cc(C(=O)NC3CCCCC3)no2)cc1 | 1 | -62 | -105 | 1 | 4 | -2 | -81 | -5
Cc1sc2ncnc(SCC(=O)Nc3ccc(S(=O)(=O)N4CCOCC4)cc3)c2c1C | -4 | 12 | 14 | 5 | 4 | 9 | 9 | -2
Cc1ccc(NC(=O)c2ccccc2)cc1-n1cnnn1 | -5 | 21 | -9 | 4 | 0 | -9 | -3 | -4
CCCc1nnc(NC(=O)CCC(=O)N2CCN(CCOc3ccc(C)cc3)CC2)s1 | -2 | -21 | 2 | 11 | -9 | -14 | -9 | -9
CCc1nc(OCCN(CC)CC)c2oc3ccccc3c2n1 | -14 | 1 | -14 | -2 | 1 | -13 | -3 | -5
COc1ccc(CC(CC(=O)O)C(=O)Nc2ccc(Cl)c(Cl)c2)cc1 (stereo not given) | -1 | -23 | -1 | -2 | -2 | -3 | 0 | -3
COc1cc2c(cc1NC(=O)CSc1ccc(C)cc1)oc1ccccc12 | 4 | -2 | -1 | 3 | 8 | 4 | 4 | 9
C=CCn1c(SCC(=O)c2c(N)n(C)c(=O)n(C)c2=O)nnc1-c1ccoc1C | -4 | 3 | 2 | -6 | 16 | 8 | 7 | -8
COc1ccc(C(=O)NCCS(=O)(=O)N2CCN(C(=O)c3ccco3)CC2)cc1 | -5 | -9 | 15 | -8 | -1 | 3 | 12 | -5
CCCCN(CC)C(=O)Cn1cnc2sc(C)c(S(=O)(=O)N3CCC(C)CC3)c2c1=O | -2 | -2 | -16 | 11 | 2 | -1 | 10 | -4
COC(=O)CNC(=O)/C=C/c1cc(Br)ccc1OC | 9 | 15 | -9 | -7 | 3 | 5 | 22 | -4
N#Cc1c(C(F)(F)F)cc(Cc2ccccc2)nc1SCC(=O)NCC(=O)O | -3 | 0 | 12 | 12 | -3 | -3 | 8 | -4
COc1ccc(NC(=O)C(C)N2c3cccc4cccc(c34)S2(=O)=O)cc1 (stereo not given) | -3 | -14 | 9 | 10 | 10 | 0 | 14 | -1
CN(C)C(=S)Oc1ccccc1-c1ccccc1OC(=S)N(C)C | 7 | -5 | -12 | 15 | 2 | -5 | -14 | 1
CC(=O)NN1C(=O)c2ccccc2NC1c1ccoc1 (stereo not given) | 3 | -8 | 13 | -5 | 17 | 4 | 2 | -12
CCN(CC)CCn1c(=N)n(CC(=O)c2ccc(C)cc2)c2ccccc21 | 6 | 31 | -17 | 17 | 7 | -15 | -15 | -3
O=C(NC1CCCCC1)C(=O)c1c[nH]c2ccccc12 | 27 | -44 | -68 | -7 | 10 | 5 | -50 | -1
Cc1ccc(S(=O)(=O)N(C)c2ccc(OCC(=O)NC3=NCCS3)cc2)cc1 | 5 | 3 | 1 | -9 | 3 | 4 | 16 | -4
Cc1ccc(-n2nnnc2SC(C)C(=O)Nc2ccccc2-c2ccccc2)cc1 (stereo not given) | -5 | -4 | 1 | 13 | -5 | -5 | -19 | -5
CCCCOC(=O)NS(=O)(=O)c1sc(CC(C)C)cc1-c1ccc(Cn2c(CC)nc3c(C)cc(C)nc32)cc1 | -9 | nt | 25 | 27 | -8 | -11 | 16 | nt
O=C(c1cc(-c2cccs2)on1)N1CCCCC1 | 37 | -128 | -130 | 7 | 8 | 12 | -119 | -4
O=C(Nc1ncc(Cc2ccccc2)s1)C1CCCO1 (stereo not given) | -1 | -99 | -124 | 3 | 6 | 0 | -158 | 0
COC(=O)C1=C(C)NC(C)=C(C(=O)OC)C1c1ccc(OC(=O)c2ccco2)cc1 | -1 | 3 | 0 | 18 | -5 | 0 | 26 | 3
C=C(C)C1CCC2(C(=O)O)CCC3(C)C(CCC4C5(C)C(C=O)C(O)C(C)(C)C5CCC43C)C12 (stereo not given) | -4 | -2 | 2 | 2 | -26 | 3 | -6 | 5
Cc1ccc(S(=O)(=O)N2CCN(C(=O)CCCOc3cccc(C)c3)CC2)cc1 | 3 | 3 | 1 | 15 | 8 | -18 | -4 | -4
O=C(Nc1ccc(F)cc1)C(=O)C1C(=O)Nc2ccccc21 (stereo not given) | 13 | -5 | 2 | -15 | -10 | 1 | 24 | -1
CC(=O)c1cccc(NS(=O)(=O)c2c(C)noc2C)c1 | -6 | 17 | -26 | 3 | -6 | -4 | -25 | 1
N#C/C(=C\c1ccc(N2CCOCC2)o1)c1nc2ccccc2[nH]1 | -8 | -66 | 5 | 13 | i | 2 | 6 | 9
CCCCC(=O)Nc1ccc(NC(=O)C2CC2)nc1 | -2 | -11 | -1 | -2 | 3 | -1 | 20 | -3
CCN1CCN(CC(=O)Nc2ccc(C)cc2C)C(=O)C1=O | 4 | 4 | -11 | 8 | 6 | -4 | 2 | -2

Copied from the list.
O=C(c1cc(-c2cccs2)on1)N1CCCCC1 in UBC13 inh shows 8
CCCCC(=O)Nc1ccc(NC(=O)C2CC2)nc1 in Apaf1 inhib shows -2

Six of these compounds in another layout:
Molecule,SENP7 inh,Gli-Sufu antag,Jurkat NFkB inh,Apaf1 inhib,UBC13 inh,SENP8 block,697 NFkB inh,HKDC1 inh
N#Cc1c(C(F)(F)F)cc(Cc2ccccc2)nc1SCC(=O)NCC(=O)O,-3,0,12,12,-3,-3,8,-4
COc1ccc(NC(=O)C(C)N2c3cccc4cccc(c34)S2(=O)=O)cc1 (stereo not given),-3,-14,9,10,10,0,14,-1
CN(C)C(=S)Oc1ccccc1-c1ccccc1OC(=S)N(C)C,7,-5,-12,15,2,-5,-14,1
CC(=O)NN1C(=O)c2ccccc2NC1c1ccoc1 (stereo not given),3,-8,13,-5,17,4,2,-12
CCN(CC)CCn1c(=N)n(CC(=O)c2ccc(C)cc2)c2ccccc21,6,31,-17,17,7,-15,-15,-3
O=C(NC1CCCCC1)C(=O)c1c[nH]c2ccccc12,27,-44,-68,-7,10,5,-50,-1

(more compounds)
SMILES | SENP7 inh | Gli-Sufu antag | Jurkat NFkB inh | Apaf1 inhib | UBC13 inh | SENP8 block | 697 NFkB inh | HKDC1 inh
Cc1cccc(NS(=O)(=O)c2cccc(C(=O)N3CCN(S(=O)(=O)c4ccccc4)CC3)c2)c1 | -5 | 8 | 7 | 10 | 0 | 8 | 5 | -2
O=C(COC(=O)/C=C/c1ccco1)NCc1ccco1 | -13 | -10 | 20 | 5 | -10 | -8 | -7 | 0
Cn1ncc2c(Nc3cccc(C(=O)O)c3)ncnc21 | -5 | 9 | -12 | -30 | 2 | -13 | 13 | 1
Cn1ccnc1SCC(=O)NC1CCCCC1 | 3 | -11 | 0 | -1 | 3 | 2 | 12 | 0
O=C(O)/C(=C\c1ccc(Br)cc1)NC(=O)c1cccs1 | 13 | -9 | 14 | -6 | 2 | -1 | 5 | -5
Cc1cc(C)c(S(=O)(=O)Nc2cnc3ccccc3c2)c(C)c1 | -5 | 1 | 1 | 0 | -2 | -6 | 3 | -3
CC(NC(=O)c1ccc(NC(=O)CC2SC(N3CCCC3)=NC2=O)cc1)c1ccccc1 (stereo not given) | 5 | -3 | 2 | -11 | 0 | -1 | 11 | 2
Brc1ccc(-c2ncc(-c3ccccc3)cn2)cc1 | 74* | -81 | -150 | -3 | 0 | 20 | -289 | -4
CCN(CC(=O)NCc1ccc(Cl)cc1)C(=O)CSc1ccccc1 | -1 | -5 | -2 | 2 | 1 | -1 | 9 | -1
Cc1ccc(S(=O)(=O)N(C)CC(=O)N2CC(C)OC(C)C2)cc1 (stereo not given) | -4 | 2 | -15 | 4 | 0 | 0 | 13 | -1
NS(=O)(=O)c1ccc(NS(=O)(=O)c2ccc(NC(=S)Nc3ccccc3)cc2)cc1 | 4 | -1 | -2 | 3 | -2 | -3 | -15 | -5
O=C(CSc1ccc(Cl)cc1)NC(=O)NC1CCCC1 | 2 | 2 | -2 | 8 | 3 | -7 | -1 | 0
CC(NC(=O)c1cccc(S(=O)(=O)N2CCN(C)CC2)c1)C1CC2CCC1C2 (stereo not given) | -2 | 58* | 4 | -12 | 17 | 2 | 17 | 1
COCCn1c(SCC#N)nnc1-c1ccc(OC)cc1 | 1 | -2 | -4 | 1 | 1 | 3 | -9 | -5
COc1ccc(NC(=O)N2CCCC2C(=O)Nc2ccc(C)cc2C)cc1 (stereo not given) | 5 | -4 | 3 | -2 | 2 | 9 | 2 | 1
c1ccc2[nH]c(C3CC3)nc2c1 | -6 | -2 | 4 | 3 | 2 | -13 | 4 | -9
Cc1cc(NS(=O)(=O)c2ccc(NC(=O)c3ccc([N+](=O)[O-])s3)cc2)nc(C)n1 | 5 | 11 | -9 | 21 | -18 | 5 | -6 | 1
Cc1ccc(C)c(S(=O)(=O)NCC(=O)NCc2ccco2)c1 | 4 | -3 | 11 | -1 | -5 | -1 | 4 | 7
Cc1ccc(OC(=O)c2ccncc2)c(C)c1 | -10 | 4 | 14 | -2 | 4 | -10 | 1 | 5
O=C(Nc1cc(N2CCCCC2)ncn1)c1ccc(F)cc1 | 16 | -10 | -10 | 11 | 3 | -5 | -24 | -6
Cc1nc2ncnn2c(C)c1CCC(=O)N1CCOCC1 | 5 | 0 | -2 | -9 | 3 | -5 | 25 | -7
CC(C)c1ccc(S(=O)(=O)N2CCN(C(C)C(=O)Nc3ccccc3-c3ccccc3)CC2)cc1 (stereo not given) | 3 | 24 | 15 | 24 | -1 | -2 | 35* | -2
CC1CCN(C(=O)CN(Cc2ccc(Cl)cc2)S(C)(=O)=O)CC1 | -6 | 12 | 11 | 6 | -2 | 2 | 25 | -5
O=[N+]([O-])c1ccc(N2CCN(S(=O)(=O)c3ccc(Cl)cc3)CC2)cc1NCC1CCCO1 (stereo not given) | -9 | 16 | -14 | 7 | -23 | -4 | -28 | 3
CCCNC(=O)c1onc(CSc2ccc(F)cc2)c1C(=O)NCCOC | -9 | 6 | -23 | -3 | 0 | 8 | -29 | -4
CC(=O)N1CCN(CC(=O)Nc2cccc(S(=O)(=O)N3CCCCC3)c2)CC1 | 4 | -3 | -5 | -3 | 9 | 7 | 1 | -3
CCOC(=O)c1nc(Nc2ccc(C)cc2)c2ccccc2n1 | -6 | -1 | -9 | 18 | -25 | -6 | -24 | -7
CCCCN(C(=O)CC1CCCC1)c1c(N)n(CCC)c(=O)[nH]c1=O | 10 | -7 | -14 | 1 | -4 | 8 | -32 | 1
O=C(Nc1ncn[nH]1)c1ccc(Cl)c(Cl)c1 | 4 | 0 | 11 | 1 | 6 | -18 | 14 | 5
Cc1nc2cc(NC(=O)Nc3ccc(N4CCOCC4)cc3)ccc2n1C | -10 | 3 | -9 | 2 | -4 | 0 | -38 | -9
CCOC(=O)C1=C(N)OC2=C(C(=O)CCC2)C1c1ccccc1OC (stereo not given) | 12 | -4 | -1 | -2 | 1 | 1 | 13 | -7
Cc1ccsc1C(=O)N1CCCC(CCC(=O)NCc2ccc(F)c(F)c2)C1 (stereo not given) | 3 | 1 | 0 | -25 | -2 | 9 | 15 | -3
O=C(COc1ccc(C2SCCS2)cc1)Nc1ccc(Cl)cc1 | 2 | 2 | -5 | -8 | 1 | 9 | -1 | -2
O=C(c1ccc(C(F)(F)F)cc1)N1CCC(=O)N(C(CO)Cc2ccccc2)CC1 (stereo not given) | 8 | 1 | -3 | 12 | -1 | 0 | 21 | 0
CCOC(=O)N1CCN(Cc2nc3cc(NC(=O)CC(C)C)ccc3n2CC)CC1 | 1 | -6 | 20 | -3 | -4 | 1 | -12 | 0
Cc1ccc(NC(=O)CC(C)N2CCCC2)cc1 (stereo not given) | -1 | -2 | -1 | -79 | -4 | -9 | 9 | -7
CC(=O)Nc1ccc(S(=O)(=O)NCC(=O)OCC(=O)N2CCCCCC2)cc1 | 2 | 2 | -9 | 10 | 2 | -2 | 13 | -4

Screening data deposited in PubChem by Sanford-Burnham Center for Chemical Genomics.
